Screening data as filed in PubChem BioAssay.
697 NFkB inh: inhibitors of PMA/ionomycin-induced NF-kB reporter, 697 cells, primary screen, B-cell NF-kB inhibitor project, cell-based, luminescence, uHTS; 330,000 compounds, 0.33% hits; 697 B-cell NF-kB luciferase reporter, 16 h; inhibition, % at 4 µM; in the data active means inhibition above about 35%
Apaf-1 inh: inhibitors of human Apaf-1 apoptosome, primary screen, biochemical, DEVD-Rh110 fluorescence, uHTS | Apoptotic protease-activating factor 1 (Homo sapiens), O14727 | reconstituted apoptosome caspase-3 activity | inhibition, % at 20 µM | 330,000 compounds, 0.71% hits | AID 489030, 2010; active means inhibition of at least 40% at 20 µM;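 further: plate controls were DMSO wells for no effect and DEVD-CHO caspase inhibitor wells for full effect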
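Material: reconstituted apoptosome with Apaf-1, cytochrome c, caspase-9, procaspase-3, dATP / Buffer or medium: pH 7.5 Hepes buffer with CHAPS, BSA, DTT / Also added: cytochrome c with DEVD-Rh110 / Schedule: compound with Apaf-1, dATP, procaspase-3 30 min, then 50 min reaction, room temperature / Technique: rhodamine 110 fluorescence at Ex 480/Em 540 nm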
SENP8 block: SENP8 protease inhibitors, primary screen, biochemical, luminescence | Sentrin-specific protease 8 (Homo sapiens), Q96LD8 | purified SENP8, Z-RLRGG-aminoluciferin cleavage | inhibition, % at 10 µM | 330,000 compounds, 1.2% hits
CCR6 antagonist: CCR6 receptor antagonists, primary screen, cell-based, CHO-K1, luminescence, beta-arrestin, uHTS; C-C chemokine receptor type 6 (Homo sapiens), P51684; CHO-K1 CCR6 PathHunter beta-arrestin, CCL20-stimulated; inhibition, % at 20 µM; 340,000 compounds, 0.49% hits; AID 493098, 2011;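 active means compounds whose inhibition of the agonist-driven luminescence signal at 20 µM reaches about 50%, limit read from the data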;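 further: cells stimulated with CCL20 at 14 nM final; plate controls were DMSO with CCL20 for no effect and DMSO without agonist for full effect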
Target sequence (P51684 whole entry, looked up): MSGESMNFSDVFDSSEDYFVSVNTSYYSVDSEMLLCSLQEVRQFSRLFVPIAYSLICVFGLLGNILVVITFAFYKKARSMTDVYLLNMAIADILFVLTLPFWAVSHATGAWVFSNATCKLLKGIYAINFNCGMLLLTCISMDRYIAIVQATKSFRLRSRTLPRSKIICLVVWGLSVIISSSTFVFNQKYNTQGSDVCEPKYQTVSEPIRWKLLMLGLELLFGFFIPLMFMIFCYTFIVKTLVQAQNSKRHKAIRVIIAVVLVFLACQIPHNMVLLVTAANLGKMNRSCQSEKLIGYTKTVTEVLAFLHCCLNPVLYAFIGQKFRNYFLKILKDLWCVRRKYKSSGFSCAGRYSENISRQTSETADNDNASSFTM
EBI2 antag: EBI2 receptor antagonists, beta-arrestin recruitment, primary screen, cell-based, luminescence, 7a,25-OHC stimulation, uHTS; AID 651636, 2012; 360,000 compounds, 0.81% hits; 7a,25-OHC stimulated; inhibition, % at 5 µM; G-protein coupled receptor 183 (Homo sapiens), P32249; in the data active means inhibition above about 38%;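 further: enzyme fragment complementation signal reports receptor beta-arrestin coupling in cells; 0% = agonist plus DMSO wells and 100% = wells without agonist; some results beyond the cut were filed as inactive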
Target sequence (P32249 whole entry, looked up, the tested form may be a part): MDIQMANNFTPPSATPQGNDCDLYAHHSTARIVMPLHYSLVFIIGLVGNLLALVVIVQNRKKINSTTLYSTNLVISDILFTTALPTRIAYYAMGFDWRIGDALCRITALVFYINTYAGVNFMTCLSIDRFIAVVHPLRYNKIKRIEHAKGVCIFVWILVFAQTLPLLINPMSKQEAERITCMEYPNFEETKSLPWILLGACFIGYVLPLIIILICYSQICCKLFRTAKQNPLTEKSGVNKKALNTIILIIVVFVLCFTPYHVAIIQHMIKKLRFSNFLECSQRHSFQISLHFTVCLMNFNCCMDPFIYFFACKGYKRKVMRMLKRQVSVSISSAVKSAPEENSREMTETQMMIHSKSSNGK
UBC13 polyUb: UBC13 polyubiquitin chain formation inhibitors, primary screen, biochemical, TR-FRET, uHTS; inhibition, % at 20 µM; 330,000 compounds, 0.47% hits; Ubiquitin-conjugating enzyme E2 N (Homo sapiens), P61088; in the data active means inhibition above about 45%, passing the limit was not always enough
Target sequence (P61088 whole entry, looked up): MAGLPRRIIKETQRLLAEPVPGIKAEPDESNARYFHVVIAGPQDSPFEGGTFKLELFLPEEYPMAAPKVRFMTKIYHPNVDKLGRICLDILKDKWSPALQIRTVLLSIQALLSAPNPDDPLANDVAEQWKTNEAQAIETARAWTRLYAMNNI
Gli-Sufu block: Gli-Sufu pathway antagonists, primary screen, luciferase luminescence, Sufu-KO-LIGHT cells, uHTS; Sufu-KO-LIGHT fibroblasts, Gli luciferase reporter luminescence; inhibition, % at 5 µM; 340,000 compounds, 0.74% hits; AID 588413, 2011;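 active means inhibition above about 55%, limit read from the data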;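 further: 0% = DMSO-treated cells and 100% = wells with medium but no cells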
Jurkat NFkB inh: inhibitors of induced NF-kB luciferase reporter, primary screen, TCR NF-kB activation inhibitor project, cell-based, luminescence, uHTS; AID 435003, 2010; inhibition, % at 4 µM; 330,000 compounds, 0.53% hits; Jurkat, PMA/ionomycin-induced NF-kB luciferase reporter
An asterisk follows results filed as active; nt = no result given. Unless noted, no stated cut-off is given here; in the data, active means inhibition above about 50%; inactive means the rest.

SMILES	697 NFkB inh	Apaf-1 inh	SENP8 block	CCR6 antagonist	EBI2 antag	UBC13 polyUb	Gli-Sufu block	Jurkat NFkB inh
O=C(COC(=O)CSc1ccc([N+](=O)[O-])cc1)NC1CCCCCCC1	22	18	-5	3	-4	-2	-12	8
CC(=O)Nc1ccc(NC(C)=O)c(NC2OCC(O)C(O)C2O)c1 (stereo unspecified)	3	-5	0	-4	-9	-8	4	-10
CCOc1ccc(NC(=O)CN(C)C(=O)c2ccccc2OCCOc2ccccc2)cc1OCC	7	16	-5	9	2	4	7	-2
Cc1cc(C)c2cc(C(=O)N3CCC(Cc4ccccc4)CC3)[nH]c2c1	6	14	3	11	64*	3	3	15
[O-]/[N+](=C/c1ccccc1)c1ccccc1	6	-1	-15	9	-14	-18	-10	-11
O=C(CSc1nnc(NC(=O)c2ccco2)s1)NC1CCCC1	16	8	-7	7	-5	-6	-11	-2
O=c1cc(NCCCO)c2ccccc2o1	-8	12	-2	2	-1	-3	2	-10
N#CC1=C(N)Oc2cc(N)ccc2C1c1ccccc1F (stereo unspecified)	0	10	-14	7	-3	6	5	31
Cc1c(NC(=S)N/N=C\c2ccccc2O)c(=O)n(-c2ccccc2)n1C	1	-13	8	15	-6	3	-2	16
Cc1onc(-c2ccccc2)c1C(=O)OCC(=O)NC(=O)c1ccccc1	3	9	-11	7	12	4	-4	1
Cc1nc(NNC(=O)c2ccc([N+](=O)[O-])cc2)cc(-c2ccccc2)n1	-16	-3	2	58*	2	-6	5	13
CCCCCOC(=O)c1ccc(N2C(=O)C3C4C=CC(C4)C3C2=O)cc1 (stereo unspecified)	-14	1	6	12	7	6	6	1
COc1ccc(CN=Cc2c(O)[nH]c3ccccc23)cc1	-3	19	-9	-11	-7	2	-17	-11
CCN1CC(CN(C)Cc2nc(-c3cccs3)no2)CC1=O (stereo unspecified)	-3	-1	4	-19	-2	-3	-5	-3
O=[N+]([O-])c1ccc(OCC2CC(c3ccccc3)=NO2)cc1 (stereo unspecified)	1	-6	-2	9	13	-4	-7	14
CC1(c2nnc(-c3ccccc3)o2)CC(c2ccc(F)cc2)=NO1 (stereo unspecified)	9	7	2	6	-6	-3	-23	6
COc1cccc(NC(=O)N2C3CCCC2CC(NC(=O)C2CC2)C3)c1 (stereo unspecified)	10	-2	3	12	1	0	40	-7
CCCOc1ccc(CCc2n[nH]c(=S)n2-c2ccccc2)cc1	8	5	0	23	-7	8	9	-31
Cc1cc(N2CCCCCC2)n2nc(C)c(-c3ccccc3)c2n1	-26	16	-5	16	17	13	48	6
NS(=O)(=O)c1ccc(CCNC(=O)C2CCN(c3ncnc4c3nc3n4CCCCC3)CC2)cc1	3	-8	-8	-10	3	55*	8	-4

Random excerpt: 3 compounds from above.
SMILES	697 NFkB inh	Apaf-1 inh	SENP8 block	CCR6 antagonist	EBI2 antag	UBC13 polyUb	Gli-Sufu block	Jurkat NFkB inh
Cc1nc(NNC(=O)c2ccc([N+](=O)[O-])cc2)cc(-c2ccccc2)n1	-16	-3	2	58*	2	-6	5	13
Cc1cc(C)c2cc(C(=O)N3CCC(Cc4ccccc4)CC3)[nH]c2c1	6	14	3	11	64*	3	3	15
CC1(c2nnc(-c3ccccc3)o2)CC(c2ccc(F)cc2)=NO1 (stereo unspecified)	9	7	2	6	-6	-3	-23	6

Continued.
SMILES	697 NFkB inh	Apaf-1 inh	SENP8 block	CCR6 antagonist	EBI2 antag	UBC13 polyUb	Gli-Sufu block	Jurkat NFkB inh
O=C1CSC(c2cccc(Cl)c2Cl)N1c1ccccn1 (stereo unspecified)	-13	2	3	10	22	-3	0	-5
Cc1ccc(N=C2SCCCN2C(=O)C2=COCCO2)cc1Cl	6	-1	-11	11	-9	2	-4	8
CN1/C(=C\C(=S)NC(=O)c2ccc([N+](=O)[O-])cc2)C(C)(C)c2ccccc21	-7	13	-2	20	4	-94	62*	9
CNC(=S)N(CCc1ccc(S(N)(=O)=O)cc1)C1CC(=O)N(c2ccccc2F)C1=O (stereo unspecified)	-15	-1	2	-5	-8	-4	4	-2
O=C(NCc1ccco1)c1cnn2c(C(F)F)cc(-c3ccccc3)nc12	-12	8	-11	7	18	0	-2	22
O=c1ccnc(NCCc2ccccc2)[nH]1	17	0	-9	26	-6	4	9	-1
COc1ccc(C(=O)c2ccc(N3CCN(C4CC(=O)NC4=O)CC3)cc2)cc1F (stereo unspecified)	4	5	-16	38	0	-5	6	-12
O=C(CCC1CCCN(Cc2ccc3c(c2)OCCO3)C1)NCc1ccccc1F (stereo unspecified)	-4	-11	-9	11	-5	-13	5	-5
COCCN1C=C(C(=O)OC)C(c2ccc(Cl)cc2)C(C(=O)OC)=C1	-7	13	2	-10	-2	10	6	-12
CCOC(=O)C1=C(O)C(=O)N(Cc2ccccc2)CC1	-11	7	0	-3	-12	-6	-3	-2
O=C1c2ccccc2-c2onc3ccc(NCCCn4ccnc4)c1c23	18	6	13	35	nt	-326	6	-2
FC(c1nc2ccccc2[nH]1)C(F)(F)F (stereo unspecified)	-3	-5	-12	1	-5	-8	-26	-4
Cn1c(C(=O)O)c(CC(=O)Nc2ccc(F)cc2F)c2ccccc21	23	5	4	4	2	0	-9	3
O=C1CN(c2nc(-c3cccs3)nc3sc4c(c23)CCCC4)CCN1	-54	7	-6	4	7	30	-25	-71
COC(=O)/C(=N/Nc1ccccc1C)Sc1nnc(C(O)c2ccccc2)n1-c1ccccc1 (stereo unspecified)	12	6	-6	13	-3	-22	-8	-12
Cc1cc(NC(=O)CSc2nnc(-c3ccc([N+](=O)[O-])cc3)o2)no1	-8	15	-1	-6	-13	-19	-15	-11
O=C(COC(=O)CCN1C(=O)c2cccc([N+](=O)[O-])c2C1=O)NC1CCS(=O)(=O)C1 (stereo unspecified)	6	-13	5	-13	-7	-10	-19	-10
NC(=O)c1ccc(NC(=O)CCN2C(=O)c3ccccc3C2=O)cc1	-18	-2	-1	4	0	-6	-2	-25
CCOc1ccc(NC(=O)CC)cc1	-27	5	-5	nt	nt	-5	nt	12
COc1ccccc1CN1[C@@H](CC(=O)O)c2cc(F)ccc2S1(=O)=O	8	10	-15	12	-14	6	-6	10

UBC13 polyUb, what is marked active above.
| SMILES | 697 NFkB inh | CCR6 antagonist | EBI2 antag | UBC13 polyUb | Jurkat NFkB inh |
| --- | --- | --- | --- | --- | --- |
| NS(=O)(=O)c1ccc(CCNC(=O)C2CCN(c3ncnc4c3nc3n4CCCCC3)CC2)cc1 | 3 | -10 | 3 | 55* | -4 |

The list goes on.
SMILES	697 NFkB inh	Apaf-1 inh	SENP8 block	CCR6 antagonist	EBI2 antag	UBC13 polyUb	Gli-Sufu block	Jurkat NFkB inh
Cc1ccc(-n2c(N)c(C(=O)NCc3cccnc3)sc2=S)cc1	-27	9	-6	1	-4	-11	7	-5
O=C(c1cccnc1Nc1ccc2c(c1)CCC2)N1CCOCC1	1	-8	8	11	-4	-1	0	-1
CC(=O)NC(Cc1ccccc1)C(=O)OCC(=O)c1ccc(Br)cc1 (stereo unspecified)	19	0	6	22	-14	7	-8	9
Cc1noc2c1C(c1ccc(N(C)C)cc1)C1=C(CC(C)(C)CC1=O)N2 (stereo unspecified)	7	7	7	-9	-4	-3	1	-9
Cc1nc(-c2ccccc2)sc1C1(C)CC(c2cccc(F)c2)=NO1 (stereo unspecified)	0	2	4	5	14	-2	-7	-4
Cc1cccc(N(CC(=O)NCc2ccco2)C(=O)CCC(=O)Nc2ccccn2)c1C	3	4	-2	4	0	2	30	-25
O=C1NCCN(Cc2ccc(F)cc2)C1CC(=O)N1CC=C(c2ccccc2)CC1 (stereo unspecified)	21	-2	3	3	-3	8	10	4
CC(C)OC(=O)C(=O)NNc1ccccc1	-4	1	-5	2	-3	-20	-3	-20
COc1ccccc1NC(=S)NCc1ccccc1	0	2	-2	9	-11	-2	10	-7
OC(CSc1c(Cl)cccc1Cl)CN1CCN(c2ccccc2F)CC1 (stereo unspecified)	14	17	-13	1	10	0	7	3
O=C1CC(c2ccc(Cl)cc2)n2nc(N3C(=O)c4ccccc4C3=O)nc2N1 (stereo unspecified)	3	4	3	6	10	0	-1	-4
CC1CCC2(CC1)NC(=O)N(CC(=O)N1CCN(c3ccccc3)CC1)C2=O (stereo unspecified)	6	2	-6	3	-14	-1	0	-19
COc1ccc(CNC(=O)CCS(=O)(=O)c2ccc3c(c2)CC(C)N3C(=O)C2CC2)cc1 (stereo unspecified)	-52	2	-10	1	4	-3	-3	17
COc1ccc(S(=O)(=O)NCC2CCCN(C(=O)c3cccnc3)C2)cc1 (stereo unspecified)	5	-6	-4	10	-4	7	1	-2
CCCCNC(=O)/C=C/c1ccc(OC)c(Br)c1	18	-9	-3	-1	-1	14	5	-9
COc1ccc(-c2cnn(C3CCS(=O)(=O)C3)c2N)cc1 (stereo unspecified)	-8	-2	-2	-9	-4	3	19	11
Cc1cccc(N(CC(=O)NCc2ccc3c(c2)OCO3)C(=O)CCC(=O)Nc2ccccn2)c1	-12	6	-11	-7	1	-9	2	-12
CC(C)C(=O)NCCc1nc2ccccc2n1C	-23	4	-1	-13	-1	-2	-2	-13
CC1(C)CC(=O)C=C(NC2=CC3OC(c4ccccc4)OCC3OC2=O)C1 (stereo unspecified)	1	16	9	22	21	-5	15	32
CCCC(=O)c1c[nH]c(C(=O)NCCCN2CCOCC2)c1	8	-1	-1	20	-4	6	-2	0
CCOC(=O)C1=C(CN2CCN(C(=O)c3ccco3)CC2)NC(=O)NC1c1ccc(Cl)cc1 (stereo unspecified)	-10	12	-1	3	-2	0	-7	-9
CCCCNC(=O)C1CCN(c2nc(OC)nc(OC)n2)CC1	3	-5	0	3	1	13	1	2
CCN1C(=O)[C@H]2[C@@H](c3ccc(C)cc3)N3C(=O)N(c4ccc(C)cc4)C(=O)[C@@]3(CC)[C@H]2C1=O	2	-2	-2	-3	2	-5	-12	-4
[O-]/[N+](=C\c1ccncc1)c1ccccc1	-7	1	-12	5	-1	-15	3	0
OCC1CCCN(c2ncnc3scc(-c4ccccc4)c23)C1 (stereo unspecified)	-11	6	-9	11	0	-9	9	6
Cc1cccc(S(=O)(=O)Nc2ccc(-c3nc4ccc(C)cc4s3)cc2)c1	-165	28	0	-29	0	-8	-83	-179
O=C(CSc1nnc(-c2ccco2)n1CC1CCCO1)N1CCCCC1 (stereo unspecified)	20	-9	2	-11	-1	3	2	2
O=C(COC(=O)c1ccccc1)NC(=O)NC1CCCC1	-24	7	-6	-3	-8	-3	-8	2
O=C(CSc1nc2[nH]ncc2c(=O)[nH]1)Nc1ccccc1C(F)(F)F	-1	-4	10	0	-8	1	-3	4
CN(CC(=O)NC1CCN(Cc2ccccc2)CC1)S(=O)(=O)c1ccc(Br)s1	0	7	-11	5	0	1	16	18
CCN(CC)CCCSc1nc2ccccc2s1	1	-1	3	-13	0	6	2	-48
C/C=C(\C)C(=O)NCCN1C2=NC[C@H](C(C)C)N2C[C@@H]1Cc1ccc(OC)cc1	9	-1	4	13	-11	22	1	-3
O=C(c1ccco1)N1CCN(C(=S)Nc2cccc([N+](=O)[O-])c2)CC1	2	1	-1	28	-1	5	5	20
Cc1ccc(CS(=O)(=O)CCC(=O)NCCN2CCCC2)cc1	-5	-19	-2	10	0	-4	-3	-1
O=Cc1ccc(OCc2nnc(-c3ccccc3Br)o2)cc1	11	14	1	23	-1	4	17	-8
COc1ccccc1OCCCC(=O)Nc1ccc([N+](=O)[O-])cc1Br	15	9	-9	1	5	-16	9	4

These rows are one share of the data; count on the stated rates, not on these rows.
